From PubChem
CHT block: inhibitors of human choline transporter CHT; Q9GZV3; CHT-expressing cells, membrane potential dye, choline response; stronger effect = lower value; B-score at 10 µM; hit rate 0.86% among 310,000;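 active = B-score over 3 SD under the library average, and starting fluorescence ratio not unusually high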;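 also: choline stimulus applied at its EC90 after an EC20 pre-addition; B-score computed on integrated fluorescence ratio after choline addition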
Target sequence (Q9GZV3 whole entry, looked up): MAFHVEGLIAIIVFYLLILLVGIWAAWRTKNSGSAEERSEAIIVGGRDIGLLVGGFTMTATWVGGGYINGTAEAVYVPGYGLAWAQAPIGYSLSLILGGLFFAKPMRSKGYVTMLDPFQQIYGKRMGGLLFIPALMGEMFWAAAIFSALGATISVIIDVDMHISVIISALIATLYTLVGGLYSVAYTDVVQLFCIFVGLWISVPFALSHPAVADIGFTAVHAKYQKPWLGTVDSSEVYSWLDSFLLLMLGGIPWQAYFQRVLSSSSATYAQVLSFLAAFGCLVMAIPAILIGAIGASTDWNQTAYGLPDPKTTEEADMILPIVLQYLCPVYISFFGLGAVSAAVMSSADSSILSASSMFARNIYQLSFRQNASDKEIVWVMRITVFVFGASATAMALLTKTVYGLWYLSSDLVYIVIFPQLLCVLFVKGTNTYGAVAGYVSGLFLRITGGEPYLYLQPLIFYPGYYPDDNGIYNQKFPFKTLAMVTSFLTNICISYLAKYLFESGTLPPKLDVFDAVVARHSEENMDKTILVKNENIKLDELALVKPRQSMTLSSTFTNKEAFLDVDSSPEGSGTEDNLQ
CHT allo act: human CHT allosteric activation; CHT-expressing cells, membrane potential dye, choline EC20; stronger effect = higher value; LV-AA mutant CHT in HEK293 cells; B-score at 10 µM; hit rate 0.49% among 310,000; AID 488977;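 active = initial fluorescence not abnormally high and integrated response B-score, plate-corrected, over 3 SD above library mean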
The depositor's hits bear a star; i = inactive.

SMILES	CHT block	CHT allo act
O=C(C[n+]1cccc2ccccc21)c1ccc(NC(=O)c2ccccc2)cc1	i	i
O=C(CN1C(=O)NC2(CCCC2)C1=O)Nc1cccc(Cl)c1	i	i
Cc1nc(C)n(C(C)CNC(=O)c2ccco2)n1 (stereo not given)	i	i
FC(F)(F)c1cccc(Nc2nc(N3CCOCC3)nc(N3CCOCC3)n2)c1	i	i
Cc1c(CCC(=O)NCCC(=O)O)c(=O)oc2cc3occ(-c4ccccc4)c3cc12	i	i
Cc1cc(NC(=O)CSc2nnc(-c3ccccc3)c(-c3ccccc3)n2)no1	i	i
CCOC(=O)N1CCC(NS(=O)(=O)c2cc3c(cc2C)NC(=O)CO3)CC1	i	i
COc1ccccc1CC(=O)N1CCC(CCC(=O)NC2CC2)CC1	i	i
NC(=O)C1=C[C@@H](c2csc3ccccc23)C[C@@H](OCc2ccc(CO)cc2)O1	i	i
O=C1CN=C(Nc2ccccc2)N1Cc1cccs1	i	i
COc1cccc2c(=O)n(CC(=O)NC3CCCCC3)ccc12	i	i
c1ccc(CSc2nc3ncncc3[nH]2)cc1	i	i
C=CCSC1=N/C(=C\c2sccc2C)C(=O)S1	i	i
O=C(CCCc1ccccc1)NCCC1=CCCCC1	i	i
Cc1ccc(S(=O)(=O)Nc2ccc3c(c2)nc(C)n3C)cc1	i	i
O=C(NC(Nc1nc2ccc([N+](=O)[O-])cc2s1)(C(F)(F)F)C(F)(F)F)c1cccnc1	i	i
O=C(OCC(=O)N1CCN(S(=O)(=O)c2ccc(Cl)cc2)CC1)c1cccc(OC(F)F)c1	i	i
CNCCC=C1c2ccccc2C=Cc2ccccc21	i	i
Nc1ncc(S(=O)(=O)c2ccc(Cl)cc2)c(N)n1	i	i
CCS(=O)(=O)c1ccc(O)c(NC(=O)COc2ccc(OC)cc2)c1	i	i
C=CCc1ccccc1OCC(=O)O	i	i
CCCCNc1nc(Nc2ccc(C)c(Cl)c2)c2cnn(C)c2n1	i	i
COc1cccc(NC(=O)CC2C(=O)NCCN2C(=S)Nc2ccc(F)cc2)c1 (stereo not given)	i	i
CCOC(=O)C[C@H]1c2cc(C(F)(F)F)ccc2S(=O)(=O)N1Cc1ccccc1	i	i
O=C(CN1CCN(S(=O)(=O)c2ccc(Br)cc2)CC1)N/N=C/c1ccc(Cl)c([N+](=O)[O-])c1	i	i
CC(C)(C)OC(=O)N/N=C/c1cccn1-c1ccc([N+](=O)[O-])cc1	i	i
O=C(CCc1ccccc1)NNC(=S)Nc1ccc(F)cc1	i	i
COc1ccc(NC(=O)C(c2ccccn2)N(C(C)=O)c2ccc(C)cc2)cc1 (stereo not given)	i	i
CC(=O)Nc1ccc(/C=C2\Sc3ccccc3C2=O)cc1	i	i
CC(=O)CC[C@@H](C)O[C@@H]1OC(C)[C@H](O)CC1O (stereo not given in full)	i	i
Cc1ccc(C(=O)N2CCN(S(=O)(=O)c3cc(Br)ccc3Br)CC2)o1	i	i
CC(C)CCOc1cccc(OCC(=O)N(C)C2CCS(=O)(=O)C2)c1 (stereo not given)	i	i
O=C(c1cn(-c2ccccc2)nc1-c1cccs1)N1CCN(c2ccc(F)cc2)CC1	i	i
COc1ccc(C(=O)Nc2sc(C)c(C)c2CN2CCOCC2)cc1	i	i
Cc1ccc(OCc2nnc(SCC(=O)N3C(C)CCCC3C)o2)cc1 (stereo not given)	i	i
COc1ccc(C2=NN(Cc3ccccc3)C3C(=O)NC(=O)C23)cc1 (stereo not given)	i	i
CC/C(=N\NC(=S)NC(C)C)c1ccc(OC(F)F)cc1	i	i
COc1c(F)c(F)c(C(=O)Nc2c(C)cc(Br)cc2C)c(F)c1F	i	i
CCCCN(C)C(=O)c1cc2c(Cl)nc3ccccc3c2s1	i	i
CC(C)CNC(=O)C(=O)Nc1cc2c3c(c1)CCC(=O)N3CCC2	i	i
C=CCNC(=O)N1CCC(CO)(Cc2ccc(Cl)cc2)CC1	i	i
O=C(NCc1ccccc1)c1onc(CS(=O)(=O)c2ccccn2)c1C(=O)NCc1ccccc1	i	i
O=C(CNC1CCCC1)Nc1cc(Cl)ccc1[N+](=O)[O-]	i	i
COc1ccc(N2CCN(C(=O)c3cc(=O)[nH]c4ccccc34)CC2)cc1	i	i
CC(C(=O)NC1CCCCC1)N1CCN(C)CC1 (stereo not given)	i	i
O=C(COC(=O)c1cccc2ccccc12)NCC1CCCO1 (stereo not given)	i	i
Cc1nc(SCC(=O)N2CCN(c3ccccc3)CC2)n[nH]1	i	i
Cc1ccccc1NC(=S)NC(NC(=O)N(C)C)C(Cl)(Cl)Cl (stereo not given)	i	i
Cc1cccc(CC2CC(=O)N(C3CCCCC3)C2=O)c1 (stereo not given)	i	i
CCN(CC(=O)Nc1c(F)cccc1F)C(=O)C1Cc2ccccc2CN1S(=O)(=O)CC (stereo not given)	i	i
O=S(O)OC1CS(=O)(=O)CC1c1ccccc1 (stereo not given)	i	i
COC(=O)c1ccc(C(=O)OC)c(=O)[nH]1	i	i
CCn1c(C)nc2cc(C(=O)NNC(=O)Nc3ccc(Cl)c(Cl)c3)ccc21	i	i
COc1ccc(OCC(O)CNC(=O)c2ccc(C)cc2)cc1 (stereo not given)	i	i
N#CCc1ccc(NC(=O)c2cc(S(=O)(=O)N3CCOCC3)ccc2Cl)cc1	i	i
Cc1cc(=O)[nH]c(SCCOc2cccc(C(F)(F)F)c2)n1	i	i
COc1cc(/C=N/n2c(SC)nnc(C(C)(C)C)c2=O)ccc1O	i	i
COc1ccc(CCNC(=O)CSc2nc(-c3ccc(OC)c(OC)c3)ccc2C#N)cc1	i	i
Cc1cc(C(=O)N2CC(C)CC(C)C2)n(-c2ccccc2)n1 (stereo not given)	i	i
Cc1nnc(SCCn2c(N3CCN(C)CC3)nc3c2c(=O)n(C)c(=O)n3C)s1	i	7.7*
The results go on.
SMILES	CHT block	CHT allo act
Cc1ccc(-c2nc(CS(=O)CC(=O)NCc3ccccc3)c(C)o2)cc1 (stereo not given)	i	i
COc1ccc(NC(C)=O)cc1NC(=O)CSc1nnc(-c2ccccn2)n1C	i	i
O=C(Nc1cscc1S(=O)(=O)c1ccccc1)c1ccccc1Cl	i	i
CCN(c1ccc(OC)cc1)S(=O)(=O)c1nnc(NC(=O)CC(C)C)s1	i	i
O=C(NCc1ccc(Cl)cc1)c1cc(=O)nc2sc(-c3ccccc3)nn12	i	i
CCOC(=O)CC1ON(C)C(=O)N1c1ccc(Cl)cc1Cl (stereo not given)	i	i
COc1ccc(/C=C(/Sc2nnc(-c3ccc(Cl)cc3)o2)C(=O)O)cc1	i	i
COc1c(S(=O)(=O)n2nc(C)cc2C)ccc(Cl)c1Cl	i	i
O=c1[nH]cnc2scc(C3COc4ccccc4O3)c12 (stereo not given)	i	i
CN(C)CCN(Cc1ccccc1)c1nccc(N(C)C)c1C#N	i	i
CCOc1ccc2nc(NC(=O)CSc3nc4ccccc4c(=O)n3Cc3ccco3)sc2c1	i	i
CCOC(=O)C1=Nc2ccccc2C1=[N+]=[N-]	i	i
CC(OC(=O)Cc1n[nH]c(=O)c2ccccc12)C(=O)Nc1cc(Cl)cc(Cl)c1 (stereo not given)	i	i
COc1ccc(C(C)=O)cc1CSc1nc2cc(C(=O)O)ccc2c(=O)n1Cc1ccccc1	i	i
O=C(COc1ccccc1)NNC(=O)COc1ccc([N+](=O)[O-])cc1	i	i
NNC(=O)c1cccc(COCC(F)(F)C(F)F)c1	i	i
O=C(NCCc1ccco1)C(=O)NCCC1CCCCN1S(=O)(=O)c1ccccc1 (stereo not given)	i	i
CCN1CCN(CC(O)COCc2cc(OC)c(OC)c(OC)c2)CC1 (stereo not given)	i	i
COc1ccc(/C=N/NC(=O)CSCc2ccc([N+](=O)[O-])cc2)cc1OC	i	i
O=C(O)C1CCCN1S(=O)(=O)c1ccc2c(c1)CCC2 (stereo not given)	i	i
O=C(CCN1C(=O)COc2ccccc21)NCc1ccco1	i	i
COc1cccc(/C(O)=C2/C(=O)C(=O)N(CCN(C)C)C2c2ccccn2)c1 (stereo not given)	i	i
O=C(Cn1cncn1)N/N=C/c1ccccc1O	i	i
O=C(NCC(O)c1ccccc1)c1cccc(S(=O)(=O)N2CCOCC2)c1 (stereo not given)	i	i
COc1ccc(C(=O)Cn2c(NCCO)nc3ccccc32)cc1	i	i
Cc1ccc(C(=O)COc2ccc3c(C)cc(=O)oc3c2)cc1	i	i
Cc1ccc(S(=O)(=O)NCc2ccccc2)cc1C(=O)N(C)Cc1ccccc1F	i	i
CC1CCCC(NS(=O)(=O)c2ccc3c(c2)OCCO3)C1C (stereo not given)	i	i
COc1ccc(CCNC(=O)CSCc2ccc(Br)cc2)cc1OC	i	i
CCOc1nc(NCCO)nc(NCCC2=CCCCC2)n1	i	i
OCC1CCN(Cc2nc(Cc3ccccc3Cl)no2)CC1	i	i
CCc1ccc(NS(=O)(=O)c2ccc3[nH]cc(C(=O)N4CCCCC4)c(=O)c3c2)cc1	i	i
COc1cc(/C=N/NC(=O)C(=O)N2CCCC2)ccc1O	i	i
O=C1N(Nc2ccccc2)C(c2ccc(Br)cc2)C12CCCC2 (stereo not given)	i	i
Cc1ccc(-n2nc3c(c2NC(=O)C(C)C)CS(=O)(=O)C3)c(C)c1	i	i
O=C(Nc1nnc(-c2ccncc2)o1)c1ccc(Br)s1	i	i
COc1cccc(CNC(=O)C(=O)NCC(c2ccco2)N2CCOCC2)c1 (stereo not given)	i	i
O=C(NCc1ccc2c(c1)OCO2)C1COc2ccccc2O1 (stereo not given)	i	i
COc1ccccc1N1CCN(C(c2cc3ccc(C)cc3[nH]c2=O)c2nnnn2C2CCCC2)CC1 (stereo not given)	i	i
O=C(NC1CCCC1)C(c1ccncc1)N(Cc1cccs1)C(=O)c1csnn1 (stereo not given)	i	i
O=C(O)CCc1ccc(-c2cccs2)n1NC(=O)c1ccc(Cl)cc1	i	i
CCc1cccc2sc(N(CCCN3CCOCC3)C(=O)CS(=O)(=O)c3ccccc3)nc12	i	i
CCOC(=O)CCSc1nc(C)cc(C(F)(F)F)c1C#N	i	i
COC(=O)c1ccc(-n2c(C)nc(=O)c(-c3ccccc3)c2C)cc1	i	i
CC(C)c1c(O)cc(-c2ccncc2)n(-c2ccc(Cl)cc2)c1=O	i	i
O=C(COc1ccccc1)Nn1cnc2ccccc21	i	i
CCCCc1ccc(S(=O)(=O)N2CCC3(CC2)OCCO3)cc1	i	i
CSc1ccccc1NC(=O)CN(C)C(=O)c1cccc(S(=O)(=O)N(C)C)c1	i	i
COc1ccc(C(=O)C2CCCN(Cc3cccn3-c3ccccn3)C2)cc1F (stereo not given)	i	i
Cc1ccccc1NC(=O)CN1C(=O)NC2(CCCCC2)C1=O	i	i
COc1ccc(S(=O)(=O)Nc2ccc3c(c2)n(C)c(=O)n3C)cc1	i	i
O=C(CCNS(=O)(=O)c1cccc2nonc12)NC1CCCCCC1	i	i
c1ccc(C2=Nc3ccccc3NC(c3ccccc3)C2)cc1 (stereo not given)	i	i
CCC1=NC(c2ccccc2)N(O)C1(C)C (stereo not given)	i	i
Cc1cccc(N2CCN(C(=O)CN3CCOc4ccccc43)CC2C)c1 (stereo not given)	i	i
CCCn1nc(Oc2nc(NCC)nc(NCC)n2)ccc1=O	i	i
NC(=O)c1sc2nc3c(c(-c4cccnc4)c2c1N)CCC3	i	i
NC(=S)N/N=C1\CC(c2ccc3c(c2)OCCCO3)Oc2ccc(F)cc21 (stereo not given)	i	i
O=C(/C=C/c1cccc([N+](=O)[O-])c1)NCCSCc1ccc(Cl)cc1	i	i
CC(C)C(=O)N1CCC(c2nc(-c3ccc(S(=O)(=O)N4CCCC4)cc3)no2)CC1	i	i
